# Bioassay records as filed in PubChem BioAssay.
# TrxR1 substrate: is turned over as a substrate by rat TrxR1 | O89049 | purified TrxR1 substrate turnover, NADPH consumption readout | Potency, µM (titrated, usually from 114 µM), inactives show at the top dose activity change, negative = substrate turnover | hit rate 0.01% among 390,000 | AID 588456; note: potency is the fitted concentration of half-maximal effect; % is set by controls: 0 for no effect and ±100 for the full control effect; nearly all actives have a fitted effect of over 50% in size
#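 Rat TrxR1, dispensed at 90 nM, was prereduced with 400 uM NADPH (final) for 5 min at ~22 deg C, then incubated with compound 15 min before 400 uM selenite. A first-read NADPH fluorescence drop versus no-compound background flagged substrates.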
# USP1-UAF1 inh: USP1/UAF1 (human) deubiquitinase inhibition. AID 743255. recombinant USP1/UAF1, Ub-Rhodamine cleavage fluorescence. hit rate 0.23% among 390,000. O94782. Potency, µM (doses to about 57.1 µM), for inactives: at the highest dose activity change, negative = inhibition, actives largely listed as inhibitors; note: potency is the fitted concentration of half-maximal effect; % is set by controls: 0 for no effect and ±100 for the full control effect; nearly all actives have a fitted effect of over 60% in size; inactives centre near -12
#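 1 nM enzyme complex + cpd, 15 min RT; start with Ub-Rho 150nM final; kinetic fluorescence ex 480/em 540, 6 reads q60 s. Buffer 50mM HEPES pH 7.8, 0.5mM EDTA, 0.1 mg/ml BSA, 1mM TCEP, 0.01% Tween-20.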
# TRHR ag: agonists of human TRH receptor | TRHR cells, calcium flux fluo-8, FDSS agonist mode | P34981 | activation, % at 2 µM | hit rate 0.18% among 360,000; in the data active = activation above about 30%; note: 0% is about no effect
#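 Read-out: compound-evoked intracellular calcium rise in TRHR cells, fluo-8 dye, kinetic FDSS fluorescence at 1 s/cycle following a 10-cycle baseline. Cells cultured overnight before dye loading (30 min–1.5 h, RT).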
# PI4K2A block: blocks human PI4K2A kinase activity; hit rate 0.13% among 420,000; purified PI4K2A, ADP-Glo luminescence, 1 h; stronger effect = lower value; AID 1346378; activity change, negative = inhibition, % at 76.9 µM; in the data active = activity change below about -50%; inconclusive = mostly about -30% to -49%;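 note: -100% = wells without enzyme as full effect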
#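 In this quantitative HTS, ADP production by PI4K2A was quantified luminescently after 1 h at ambient temperature; 100 microM adenosine served as plate-quality control.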
# D2 antag: antagonists of human D2 dopamine receptor | HEK293 TREx D2 cells, calcium flux, dopamine EC80 | inhibition, % at 10 µM | hit rate 2% among 340,000 | AID 485344; in the data active = inhibition above about 30%; note: 0% is about no effect
# Target sequence (P14416 whole entry, looked up): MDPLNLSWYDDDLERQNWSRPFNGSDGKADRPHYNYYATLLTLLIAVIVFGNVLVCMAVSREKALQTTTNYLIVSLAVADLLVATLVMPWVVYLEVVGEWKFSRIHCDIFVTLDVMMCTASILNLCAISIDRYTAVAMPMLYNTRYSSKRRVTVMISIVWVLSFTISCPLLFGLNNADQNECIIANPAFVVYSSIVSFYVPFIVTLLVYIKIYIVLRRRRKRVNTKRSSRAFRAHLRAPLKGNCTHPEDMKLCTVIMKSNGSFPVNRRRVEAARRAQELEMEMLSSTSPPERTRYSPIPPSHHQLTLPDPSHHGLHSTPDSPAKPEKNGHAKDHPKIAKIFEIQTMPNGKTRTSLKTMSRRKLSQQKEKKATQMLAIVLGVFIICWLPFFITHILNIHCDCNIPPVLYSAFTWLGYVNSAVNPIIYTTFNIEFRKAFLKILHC
#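 Tetracycline-induced HEK293 T-REx cells expressing D2 force-coupled to calcium signalling were dye-loaded, exposed to compound for 180 s, then challenged with an EC80 of dopamine; calcium flux was followed kinetically for a further 180 s.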
# IDH1 R132H inh: human IDH1 R132H inhibition | IDH1-R132H enzyme, NADPH consumption, diaphorase/resazurin fluorescence | Potency, µM (doses to about 76.6 µM), without a hit: at the top dose activity change, negative = inhibition, hits mostly inhibitors | hit rate 0.093% among 390,000; note: potency is the fitted concentration of half-maximal effect; % is set by controls: 0 for no effect and ±100 for the full control effect; nearly all actives have a fitted effect of over 65% in size
# Target sequence (O75874 whole entry R132H, stated change not applied): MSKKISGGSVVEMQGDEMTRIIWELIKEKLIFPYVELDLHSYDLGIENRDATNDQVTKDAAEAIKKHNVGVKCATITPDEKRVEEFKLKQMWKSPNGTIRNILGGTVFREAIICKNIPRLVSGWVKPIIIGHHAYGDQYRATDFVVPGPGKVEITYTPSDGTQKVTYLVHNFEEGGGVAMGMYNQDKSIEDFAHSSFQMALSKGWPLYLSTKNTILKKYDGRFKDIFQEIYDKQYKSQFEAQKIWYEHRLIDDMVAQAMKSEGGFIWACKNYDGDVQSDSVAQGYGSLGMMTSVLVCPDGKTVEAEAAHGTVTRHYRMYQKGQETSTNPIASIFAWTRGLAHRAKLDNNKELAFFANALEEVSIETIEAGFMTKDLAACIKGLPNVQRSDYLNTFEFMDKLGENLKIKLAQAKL
#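 IDH1-R132H (0.5 ug/mL) preincubated 30 min with compound, then NADPH (0.016 mM) and alpha-KG (2 mM) added; 80 min at RT, pH 7.5. Remaining NADPH coupled via diaphorase/resazurin to fluorescence (540/590 nm); concentration-response curves normalized to no-enzyme control.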
# TRHR PAM: TRH receptor (human) allosteric enhancement. P34981. TRHR cells, fluo-8 calcium fluorescence, EC20 TRH enhancement. enhancement, % at 2 µM. hit rate 0.66% among 360,000. AID 493056; in the data active = enhancement above about 30%; note: 0% is about no effect
#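 Enhancer read-out: after compound pinning and an initial kinetic agonist-mode read, an EC20 of TRH (10 nM final) was injected and fluo-8 calcium signal (Ex 480/Em 530) followed at 1 s/cycle for 100 cycles in TRHR-expressing cells.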
# D2 ag: activates the human D2 dopamine receptor | P14416 | HEK293 T-REx D2 cells, calcium flux agonist mode | activation, % at 2 µM | hit rate 0.53% among 340,000 | AID 485358;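 active = activation over 3 SD above normal in the single-dose calcium agonist read, cut at about 30% in these data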; note: 0% is about no effect
#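 Tetracycline-induced HEK293 Trex cells with D2 receptor force-coupled to calcium signaling, plated overnight at 30 C and loaded with no-wash calcium dye. Calcium flux read kinetically for 180 s after compound addition; responses flag agonists.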
# TrxR1 inh: inhibitors of rat thioredoxin reductase 1; O89049; recombinant rTrxR1, NADPH fluorescence consumption, selenite substrate; Potency, µM (top dose mostly 114 µM), without a hit: top-dose activity change, negative = inhibition, actives largely listed as inhibitors; hit rate 1% among 390,000; AID 588453; note: potency is the fitted concentration of half-maximal effect; % is set by controls: 0 for no effect and ±100 for the full control effect; nearly all actives have a fitted effect of over 65% in size
#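 Rat TrxR1 (90 nM in the dispensed reagent) was pre-reduced with 400 uM NADPH for 5 min at room temperature, then incubated with compound for 15 min. After 400 uM selenite was added, NADPH fluorescence (Ex 340/Em 450 nm) was followed for 8 min.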
# Numbers without * were called inactive; ? = inconclusive; nt = not tested or not shown; [ ] = remark or other dose. Unless noted, calls come from the whole dose curve; as a rule, active = well fitted inhibition curve with a large enough effect; inconclusive = small, poorly fitted or top-dose-only effect; inactive = no such curve, though single readings can be large or run the other way.
1: N#Cc1ccc(OCC(=O)N(C2CCCCC2)C2CCS(=O)(=O)C2)cc1 (stereo not given)
2: Cc1ccc(C(=O)N2CCN(c3ccccc3F)CC2)cc1NC1=NC2CS(=O)(=O)CC2S1 (stereo not given)
3: CCCn1c(CNc2ccc(Br)cc2)nc2ccccc21
4: CC/C(=N/NC(=O)c1ccc(Br)o1)c1ccc(Cl)cc1
5: Cn1c(SCC(=O)Nc2nccs2)nnc1-c1ccncc1
6: CCN1C(=O)c2ccccc2Sc2ccc(C(=O)NCCCN3CCCCC3)cc21
7: Cc1scc(C(=O)NNC(=S)NCC2CCCO2)c1C (stereo not given)
8: O=C(Nc1cccc([N+](=O)[O-])c1)N1CCCCCC1
Compound	1	2	3	4	5	6	7	8
TrxR1 substrate	-15%	0%	2%[57.1 µM]	6%	5%	7%	-10%	-5%
USP1-UAF1 inh	-13%	-9%	-15%	-20%	-7%	-25%	-6%	-8%
TRHR ag	0.0	0.6	-0.1	-0.3	0.1	0.5	0.6	0.3
PI4K2A block	6	1	8	3	-5	-2	4	2
D2 antag	4	nt	-1	9	-4	25	-6	3
IDH1 R132H inh	20%	-16%	6%	2%	6%	-10%	8%	-4%
TRHR PAM	5	1	-1	4	6	-2	-2	-5
D2 ag	3.0	nt	-0.1	-0.5	0.7	0.1	0.0	-1.7
TrxR1 inh	?	19%	11%[57.1 µM]	13%	-5%	21%	-15%	13%

9: COc1ccc(CN(C)C(=O)c2ccc(NS(=O)(=O)c3ccccc3)cc2)c(OC)c1
10: O=C(CCc1nc2ccccc2c(=O)[nH]1)OCC(=O)N1CCN(S(=O)(=O)c2ccccc2)CC1
11: CCCCn1c(SCC(=O)NCc2ccco2)nc2c1c(=O)n(C)c(=O)n2C
12: COc1ccc(C(=O)C(CN2CCOCC2)c2ccccc2)cc1F (stereo not given)
13: O=C(CCC(=O)c1cccs1)Nc1ncccc1O
14: COc1ccc(C(=O)NCCc2ccc(C)cc2)cc1OC1CCN(C(C)=O)CC1
15: CN1CCN(NC(=O)CC(C)(C)C)CC1
16: CCOC(=O)c1cc(-c2ccncc2)nc2c1c(C)nn2C
Compound	9	10	11	12	13	14	15	16
TrxR1 substrate	3%[57.1 µM]	-3%	2%	-10%	-8%	-3%	-1%	19%
USP1-UAF1 inh	-9%	4%	3%	-20%	-24%	-16%	-27%	-4%
TRHR ag	-0.2	0.0	-0.5	-0.1	-0.1	-0.2	1.7	0.0
PI4K2A block	-2	-1	-1	21	-2	6	0	-1
D2 antag	nt	9	10	6	7	-15	17	6
IDH1 R132H inh	-4%	-4%	-2%	7%	-1%	8%	6%	5%
TRHR PAM	3	12	3	6	1	11	3	7
D2 ag	nt	0.1	-0.2	1.8	-0.6	0.7	0.4	0.1
TrxR1 inh	3%[57.1 µM]	-7%	6%	-33%	-14%	-2%	9%	3%

17: O=C(/C=C/c1ccccc1)/C=C/c1ccccc1
18: N#CC(C(=O)NCc1ccco1)c1nc2ccccc2nc1N1CCOCC1 (stereo not given)
19: Cc1cccc(/C(N)=N/OC(=O)COc2ccc(Cl)cc2)c1
20: Cc1cc(C(=O)NC2CCCCCCC2)ccc1[N+](=O)[O-]
21: Cc1ccc(Nc2nc(N)nc(CN3CCCCCC3)n2)cc1
22: Cc1ncc(CO)c(/C=N/NC(=S)Nc2ccc(C(C)C)cc2)c1O
23: NC(=O)C1CCCN(CC(=O)Nc2ccccc2C(=O)NC2CC2)C1 (stereo not given)
24: Cc1cccc(OC(C)C(=O)N2CCN(Cc3ccc4c(c3)OCO4)CC2)c1 (stereo not given)
Compound	17	18	19	20	21	22	23	24
TrxR1 substrate	-13%	-9%	1%	1%	4%	7%	4%	-3%
USP1-UAF1 inh	-16%	-4%	-3%	-15%	-22%	-29%	-12%	0%
TRHR ag	-0.1	4.8	0.3	nt	0.5	-0.1	0.2	-0.2
PI4K2A block	35	-3	3	2	6	5	-4	2
D2 antag	18	-7	12	nt	-22	-21	20	nt
IDH1 R132H inh	-14%	7%	2%	-3%	3%	?	2%	-1%
TRHR PAM	6	13	8	nt	-3	5	-1	13
D2 ag	0.5	2.0	-0.1	nt	2.0	1.2	0.1	nt
TrxR1 inh	56µM*	?	1%	12%	?	10%	15%	2%

# TrxR1 inh: what is marked active above
item | compound | TrxR1 substrate | USP1-UAF1 inh | TRHR ag | PI4K2A block | D2 antag | TRHR PAM | TrxR1 inh
17 | O=C(/C=C/c1ccccc1)/C=C/c1ccccc1 | -13% | -16% | -0.1 | 35 | 18 | 6 | 56µM*

# Compound profiles (already shown):
# Cc1cccc(/C(N)=N/OC(=O)COc2ccc(Cl)cc2)c1 is entered as TrxR1 substrate = 1%; USP1-UAF1 inh = -3%; TRHR ag = 0.3; PI4K2A block = 3; D2 antag = 12; IDH1 R132H inh = 2%; TRHR PAM = 8; D2 ag = -0.1; TrxR1 inh = 1%
# Cc1cccc(OC(C)C(=O)N2CCN(Cc3ccc4c(c3)OCO4)CC2)c1 (stereo not given) is entered as TrxR1 substrate = -3%; USP1-UAF1 inh = 0%; TRHR ag = -0.2; PI4K2A block = 2; D2 antag = nt; IDH1 R132H inh = -1%; TRHR PAM = 13; D2 ag = nt; TrxR1 inh = 2%

# (more compounds)
25: COc1ccc(C(=O)Nn2c(C)nnc2-n2nc(C)cc2C)cc1OC
26: CCc1[nH]nc2c1C(c1ccncc1)C(C#N)=C(N)O2 (stereo not given)
27: CCOc1ccc2[nH]c(=O)c(CN(CCO)C(=O)c3ccccc3F)cc2c1
28: CSc1nn(CC(=O)Nc2cc(C)ccc2C)c(N)c1S(=O)(=O)c1ccccc1
29: CC(=NNC(=O)c1cc(C)nc2ccccc12)c1ccc(N2CCOCC2)cc1
30: O=C1C(=O)N(CCCn2ccnc2)C(c2cccc(Br)c2)/C1=C(\O)c1ccc2c(c1)OCCO2 (stereo not given)
31: Cc1ccc2nc(NC(=O)c3ccc(N4C(=O)CCC4=O)cc3)sc2c1
32: COC(=O)CSc1nc2cc(OC)ccc2cc1C#N
Compound	25	26	27	28	29	30	31	32
TrxR1 substrate	8%	-1%	36%	-1%[57.1 µM]	9%[11.4 µM]	-2%[57.1 µM]	3%	16%
USP1-UAF1 inh	-10%	-9%	0%	-8%	-2%	-4%	-3%	-20%
TRHR ag	-0.1	-0.3	0.6	-0.1	nt	0.2	0.0	0.0
PI4K2A block	2	-3	10	3	3	-2	-7	-6
D2 antag	6	-3	-11	nt	nt	-3	-3	5
IDH1 R132H inh	0%	5%	5%	9%	0%	0%	0%	1%
TRHR PAM	-2	8	0	-7	nt	0	1	8
D2 ag	1.0	0.2	-0.3	-0.1	nt	0.8	2.6	2.2
TrxR1 inh	15%	6%	-4%	6%[57.1 µM]	28%[11.4 µM]	6%[57.1 µM]	-11%	19%

33: Cc1ccc(CNC(=O)c2cccc(OCc3c(C)noc3C)c2)cc1
34: O=[N+]([O-])c1c(NCc2ccco2)ncnc1NCc1ccco1
35: COc1ccccc1NC(=O)c1cc2cc(Br)ccc2oc1=N
36: Cc1noc(C(=O)NCc2ccc(F)cc2)c1Cl
37: CC1CCCC(C)N1C(=O)c1cc(-c2ccc(Cl)c(Cl)c2)on1 (stereo not given)
38: CC(C)CNc1oc(-c2ccc(F)cc2)nc1C#N
39: O=C(Nc1ccc(F)cc1F)c1cc2nc(-c3ccco3)cc(C(F)(F)Cl)n2n1
40: CCOC(=O)c1c(NC(=O)COc2cccc3c2CCN(CC)C3=O)sc2c1CCC2
Compound	33	34	35	36	37	38	39	40
TrxR1 substrate	-9%	0%	-4%	3%	-6%	56%[activator][57.1 µM]	-10%[57.1 µM]	-2%
USP1-UAF1 inh	-17%	-16%	-7%	-20%	-19%	-16%	-13%	-8%
TRHR ag	0.8	nt	1.0	-0.1	0.6	0.5	0.1	0.0
PI4K2A block	-1	10	-3	4	7	-9	4	2
D2 antag	12	nt	-17	-19	4	-8	nt	0
IDH1 R132H inh	3%	-5%	9%	2%	6%	0%	9%	-15%
TRHR PAM	-4	nt	-4	-8	-10	-7	2	-4
D2 ag	1.4	nt	-0.1	-0.6	0.5	0.6	0.0	0.4
TrxR1 inh	?	?	8%	34%	1%	41%	-16%[57.1 µM]	-16%

41: COc1ccc(-c2cn(CCC(=O)O)c(-c3ccncc3)n2)cc1
42: Cc1ccc(C)c(N2CCN(C(=O)c3cc4cc5ccc(C)cc5nc4s3)CC2)c1
43: Cc1c(Cl)cccc1NC(=O)CN(CCc1ccccc1)S(=O)(=O)c1ccccc1
44: CCCC(=O)Nc1nc(-c2ccccc2)c(CC)s1
45: CN1CCN(Cc2coc3c(Cl)cc(Cl)cc3c2=O)CC1
46: COCCNC(=O)C(=O)Nc1cc2c3c(c1)CCC(=O)N3CCC2
47: O=C(Cc1cccc2ccccc12)NC(NC(=S)Nc1ccccc1Cl)C(Cl)(Cl)Cl (stereo not given)
48: COc1ccc(CNC(=O)CCc2c(C)c3cc4c(C)coc4c(C)c3oc2=O)cc1OC
49: Cc1cccc(C2CC(=O)Oc3c2c(=O)n(C)c2ccccc32)c1 (stereo not given)
Compound	41	42	43	44	45	46	47	48	49
TrxR1 substrate	-1%	5%	0%	2%[57.1 µM]	1%	4%	-6%	1%	9%
USP1-UAF1 inh	-6%	-24%	-5%	-22%	-22%	-9%	-22%	13%	-17%
TRHR ag	0.0	1.1	0.7	-2.2	0.0	0.5	1.2	-0.7	-1.3
PI4K2A block	-4	0	2	3	-3	7	5	3	0
D2 antag	-2	nt	nt	-2	-1	-3	0	nt	nt
IDH1 R132H inh	-15%	-2%	3%	3%	3%	2%	8%	3%	?
TRHR PAM	0	2	-3	-1	-8	5	0	-3	-2
D2 ag	-0.1	nt	0.3	-1.4	-1.7	-0.6	0.0	-0.7	-0.1
TrxR1 inh	12%	20%	20%	20%[57.1 µM]	-18%	14%	-31%	-1%	-4%
